RECQ1 inh: qHTS Assay for Inhibitors of RecQ-Like Dna Helicase 1 (RECQ1). RECQ1 DNA unwinding, red fluorescence kinetic read. ATP-dependent DNA helicase Q1 (Homo sapiens), P46063. actives 0.54% (n = 240,000). AID 2549, 2010. Potency, µM (titrated, usually from 57.3 µM), inactives show top-dose activity, negative = inhibition, most hits filed as inhibitors;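 note: plate controls were vehicle for no effect and no enzyme for full effect; nearly all actives have a fitted effect of over 30% in size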
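50 nM RECQ1T1 preincubated 15 min with compound in Tris pH 8.0 buffer with MgCl2, DTT, Tween-20 and 2.5 ug/ml poly(dI-dC); started with 200 nM TAMRA/BHQ-2 forked duplex and 2 mM ATP. Unwinding read as fluorescence (525/598 nm), two reads 2 h apart.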
TexasRed fluor: Total Fluorescence Counterscreen for Inhibitors of the Interaction of Thyroid Hormone Receptor and Steroid Receptor Coregulator 2; TRb/SRC2 Texas Red total fluorescence interference; Potency, µM (series often up to 106 µM), for inactives: at the highest dose fluorescence change, negative = quenching; actives 0.29% (n = 280,000); active = well fitted curve in either direction with a large enough effect; inconclusive = small, poorly fitted or top-dose-only effect; note: % is set by controls: 0 for no effect and ±100 for the full control effect
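Human TRβ ligand-binding domain (0.6 uM) and Texas Red SRC2 peptide (20 nM) in Tris buffer with 1 uM T3 and 5% DMSO were incubated with pinned compound for 5 hr at ambient temperature. Total fluorescence was computed as S + 2P (555/632 nm).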
ALDH1A1 inh: qHTS Assay for Inhibitors of Aldehyde Dehydrogenase 1 (ALDH1A1); Aldehyde dehydrogenase 1A1 (Homo sapiens), P00352; Purified ALDH1A1, NADH fluorescence, propionaldehyde substrate; Potency, µM (series often up to 75.3 µM), inactives show at the highest dose activity, negative = inhibition, hits mostly inhibitors; actives 7.3% (n = 220,000); AID 1030, 2008; active = well fitted inhibition curve with a large enough effect, not every such curve was filed as active; inconclusive = small, poorly fitted or top-dose-only effect, or another doubt; inactive = no such curve, though single readings can be large or run the other way;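 note: plate controls were no enzyme wells and a reference inhibitor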
Target sequence (P00352 whole entry, looked up): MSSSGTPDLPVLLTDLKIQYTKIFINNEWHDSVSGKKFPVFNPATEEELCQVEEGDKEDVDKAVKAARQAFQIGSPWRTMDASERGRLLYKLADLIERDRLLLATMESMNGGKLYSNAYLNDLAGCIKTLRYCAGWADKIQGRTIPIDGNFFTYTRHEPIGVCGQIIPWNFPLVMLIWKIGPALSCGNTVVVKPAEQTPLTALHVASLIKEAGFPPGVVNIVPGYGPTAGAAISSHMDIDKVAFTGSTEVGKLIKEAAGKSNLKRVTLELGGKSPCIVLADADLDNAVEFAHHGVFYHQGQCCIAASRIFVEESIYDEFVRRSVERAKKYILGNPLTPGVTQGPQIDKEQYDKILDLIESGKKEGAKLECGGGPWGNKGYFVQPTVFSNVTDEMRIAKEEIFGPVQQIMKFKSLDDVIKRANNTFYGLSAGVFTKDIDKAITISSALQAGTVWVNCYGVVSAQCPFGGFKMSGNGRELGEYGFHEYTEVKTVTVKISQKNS
SMN2 splice enh: qHTS Assay for Enhancers of SMN2 Splice Variant Expression | HEK293 SMN2-luciferase splicing reporter, luminescence, 30-36 h | Potency, µM (doses to about 46.1 µM), without a hit: top-dose activity change, positive = activation, actives largely listed as activators | actives 2.8% (n = 210,000) | AID 1458, 2008; note: % of control where 0% means no effect; nearly all actives have a fitted effect of over 55% in size
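qHTS luciferase splicing reporter: luminescence rises when SMN2 exon 7 is included in transfected HEK293 cells. Compound exposure lasted 30-36 h at 37C, with 4.5 mM final sodium butyrate as control, followed by a ONE-Glo read.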
LMNA splice mod: qHTS Assay for Modulators of Lamin A Splicing; HeLa LMNA splicing GFP/RFP minigene ratio, 48 h; Potency, µM (doses to about 46.1 µM), for the others: at the top dose ratio change, negative = inhibition, usual class: inhibitors; actives 0.01% (n = 200,000); active = well fitted inhibition curve with a large enough effect in the signal ratio, with a control signal flat, not every such curve was filed as active; inconclusive = small, poorly fitted or top-dose-only effect, or effect the other way, or a change in a side signal; the % refers to the signal ratio; note: % is set by controls: 0 for no effect and ±100 for the full control effect
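S3 HeLa stable clones carrying a lamin A-EGFP splicing minigene plus DsRed2 were seeded at 600 cells/well in Opti-MEM with 2% FBS, pin-dosed and incubated 48 h at 37°C. Acumen cytometry (488 nm) gave the GFP/RFP total-intensity ratio.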
JMJD2E inh: qHTS Assay for Inhibitors of Human Jumonji Domain Containing 2E (JMJD2E). Lysine-specific demethylase 4E (Homo sapiens), B2RXH2. JMJD2E catalytic domain, FDH-coupled NADH fluorescence (FDH is formaldehyde dehydrogenase). Potency, µM (top dose mostly 57.1 µM), for inactives: at the highest dose activity change, negative = inhibition, hits mostly inhibitors. actives 1.6% (n = 230,000); active = well fitted inhibition curve with a large enough effect, not every such curve was filed as active; inconclusive = small, poorly fitted or top-dose-only effect, or another doubt; inactive = no such curve, though single readings can be large or run the other way;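 note: 0% = wells with enzyme and -100% = buffer wells without enzyme; nearly all actives have a fitted effect of over 50% in size; many of its hits are not listed in these tables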
Target sequence (B2RXH2 1-337 limits assumed): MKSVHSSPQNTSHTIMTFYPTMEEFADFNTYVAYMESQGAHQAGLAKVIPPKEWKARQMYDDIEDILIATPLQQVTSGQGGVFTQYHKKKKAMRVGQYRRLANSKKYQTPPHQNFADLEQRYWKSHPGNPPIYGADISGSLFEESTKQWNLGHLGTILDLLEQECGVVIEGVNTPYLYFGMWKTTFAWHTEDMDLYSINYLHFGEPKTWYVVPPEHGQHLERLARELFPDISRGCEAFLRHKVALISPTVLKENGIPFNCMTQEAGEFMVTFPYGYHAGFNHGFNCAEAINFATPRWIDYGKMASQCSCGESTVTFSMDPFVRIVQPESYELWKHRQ
TRb-SRC2 inh: qHTS for Inhibitors of the Interaction of Thyroid Hormone Receptor and Steroid Receptor Coregulator 2; Thyroid hormone receptor beta (Homo sapiens), P10828; TRbeta-SRC2 peptide binding, fluorescence polarization; receptor liganded with 1 µM T3; Potency, µM (highest dose often 106 µM), for inactives: top-dose activity change, negative = inhibition, most hits filed as inhibitors; actives 0.065% (n = 280,000);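 note: plate controls were bound peptide for no effect and peptide without receptor for full effect; nearly all actives have a fitted effect of over 50% in size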
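Quantitative HTS by FP: 0.6 uM TRb LBD, 20 nM labeled SRC2 20-mer, 1 uM T3, 5% DMSO; 5 hr ambient incubation; % activity per concentration and potencies from concentration series.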
GoLoco inh red: qHTS Assay for Inhibitors of RGS12 GoLoco Motif Activity (Red Fluorophore) | Guanine nucleotide-binding protein G(i) subunit alpha-1 (Homo sapiens), P63096 | actives 0.44% (n = 230,000) | Gai1:RGS12 GoLoco peptide FP, rhodamine, 10 min | Potency, µM (titrated, usually from 61.6 µM), inactives show top-dose activity, negative = inhibition, usual class: inhibitors | AID 880, 2007; active = well fitted inhibition curve with a large enough effect, not every such curve was filed as active; inactive = no such curve, though single readings can be large or run the other way; note: % is set by controls: 0 for no effect and ±100 for the full control effect; nearly all actives have a fitted effect of over 30% in size; many of its hits are not listed in these tables
* marks the source's active call; other numbers are inactive results; i = inactive; ? = inconclusive; nt = not tested or not shown; & = joins results of further samples; [ ] = remark or other dose. Unless noted, calls come from the whole dose curve; as a rule, active = well fitted curve in the direction sought with a large enough effect; inconclusive = small, poorly fitted or top-dose-only effect, or another doubt; inactive = no such curve, though single readings can be large; an effect the other way counts as inactive or inconclusive. Potency is the fitted concentration of half-maximal effect.

SMILES	RECQ1 inh	TexasRed fluor	ALDH1A1 inh	SMN2 splice enh	LMNA splice mod	JMJD2E inh	TRb-SRC2 inh	GoLoco inh red
C=CCSc1ncc(CO)n1Cc1ccccc1	i	1%	-6%	3%	-10%[46 µM]	8%	1%	-9%
CCn1nnc(NC(=O)COc2cc(C)ccc2C(C)C)n1	-6%	-1%	-15%	-10%	2%	7%	1%	9%
C/C(=N/OC(=O)c1c(-c2c(F)cccc2Cl)noc1C)c1cnccn1	-6%	2%	-4%	nt	nt	0%	6%	7%
CN(c1ccccc1C(=O)N1CCN(Cc2ccc3c(c2)OCO3)CC1)S(C)(=O)=O	0%	0%	2%	-9%	nt	3%	-1%	0%
COc1ccc(C(=O)NN(C)c2nc(-c3ccccc3)nnc2C(F)(F)F)cc1	-1%	0%	-12%	24%	1%	5%	9%	-12%
O=C(NCc1nc2ccccc2[nH]1)c1ccccc1F	8%	0%	nt	nt	nt	5%	-4%	10%
O=C(CNC(=O)c1ccc(S(=O)(=O)N2CCCC2)cc1)N/N=C/c1ccc(F)cc1	-8%	-1%	-11%	3%	7%[46 µM]	4%	2%	-2%
O=C(O)c1cc(-c2ccccc2)on1	-22%	0%	?	0%	4%	4%	-1%	6%
Cc1ncc(CN2CCC(CO)(Cc3ccccc3)CC2)s1	i	-2%	4%	nt	17%[46 µM]	-6%	-1%	-12%
O=C(/C=C(\O)c1ccc(Cl)cc1)C(=O)NNC(=O)C(O)(c1ccccc1)c1ccccc1	?	-1%	?	0%	5%	-16%	-3%	9%
COc1ccc(/C=C(\C#N)C(=O)NCC2CCCO2)cc1OC (stereo not given)	i	0%	?	10%	1%	?	-23%	10%
O=C(CN1CCOCC1)Nc1ncc(Cc2cccc3ccccc23)s1	-15%	-3%	-4%	-43%[inhibitor]	?	4%	-11%	4%
CCOC(=O)c1c(-c2ccccc2)nc2ccc(C)cn12	-4%	-1%	1%	5%	1%	-1%	2%	9%
CCN1CCN(CCCNC(=O)C(=O)c2c(C)[nH]c3ccccc23)CC1	-15%	1%	6%	-1%	nt	-1%	-6%	-16%
COc1ccc(-n2c(=O)c(C)nc3cncnc32)cc1	14%	nt	25µM*	-34%[inhibitor]	nt	nt	nt	23%
O=C(Nc1ccc(O)cc1)/C(=C\C=C\c1ccccc1)NC(=O)c1ccccc1	-5%	-3%	nt	nt	nt	-16%	1%	9%
CCc1nnc(NC(=O)C(CC)CC)s1	8%	0%	nt	nt	nt	-2%	2%	4%
N#CCCn1c(=O)cnc2cnc(Oc3ccccc3)nc21	-2%	nt	-2%	nt	-5%	nt	nt	1%
OC(CN=c1sc2ccccc2n1CC(O)COc1ccccc1)COc1ccccc1 (stereo not given)	1%	-3%	2.8µM*	-124%[inhibitor]	?	-2%	3%	-11%
Cc1ccc2c(C)c(C(=O)Nc3cccnc3)oc2c1	8%	-3%	3%	-18%	-6%	?	-1%	14%
COc1ccc(C(=O)NCC(=O)NCC2COc3ccccc3O2)cc1 (stereo not given)	i	1%	?	-5%	24%	0%	-2%	0%
Cc1ccc(C)c2[nH]c(=O)c(CN(Cc3ccco3)C(=S)NCC3CCCO3)cc12 (stereo not given)	-3%	0%	20µM*	nt	-10%[46 µM]	?	3%	25%
CCN(c1ccc(NC(=O)COC(=O)c2cc3ccccc3oc2=O)cc1)C(C)C	-6%	-4%	?	-4%	19%[46 µM]	?	4%	1%
O=C(/C=C\Nc1ccc2c(c1)OCO2)c1cccs1	-10%	-1%	-15%	nt	?	-2%	6%	7%
CCOC(=O)NNC(=O)C1CCC(C)CC1 (stereo not given)	-1%	-2%&0%	1%	-4%&-2%	nt	13%	-5%&-2%	4%
COC(=O)CC[C@@H](C)[C@H]1CC[C@H]2[C@@H]3CC[C@@H]4C[C@H](O)CC[C@]4(C)[C@H]3C[C@H](O)[C@]12C	i	-1%	5%	nt	nt	-3%	-7%	-3%
O=Cc1cccc(Br)c1	4%	-2%	?	1%	nt	nt	7%	-14%
CCCCSc1nc2c(c(=O)[nH]c(=O)n2C)n1CCc1ccccc1	-14%	-2%	2.5µM*	-17%	-1%	-2%	-2%	10%
Cc1noc(C)c1C(=O)OCC(=O)Nc1c(F)cccc1F	-5%	-4%	-1%	-4%	16%[46 µM]	-4%	-4%	6%
O=C(c1ccccc1Nc1ccc(SC(F)F)cc1)N1CCCCC1	-1%	-2%	5%	-18%	-4%	5%	-7%	5%
O=C(CSc1nnc(COc2ccc(Cl)cc2)n1Cc1ccco1)c1ccccc1F	-5%	1%	?	-17%	?	-6%	3%	3%
CC1CN(C(=O)C(C)Sc2nnnn2C)CC(C)O1 (stereo not given)	i	3%	2%	8%	nt	-2%	-2%	11%
O=C(COC(=O)c1ccccn1)NC1CCCCC1	-4%	2%	1%	-4%	-1%	4%	5%	21%
Cc1ccccc1N1CC(O)(c2ccccc2)[N+]2=C1SCC2 (stereo not given)	3%	-1%	13µM*	2%	-10%	-6%	-9%	-2%
CN(c1ccccc1)S(=O)(=O)c1cccc(NC(=O)Cn2cnc3ccccc3c2=O)c1	-14%	1%	-7%	-28%	?	-5%	-4%	0%
CCc1[nH]nc2c1C(c1ccsc1)C(C#N)=C(N)O2 (stereo not given)	-3%	-2%	-5%	16%	-1%	-3%	7%	2%
N=c1oc2ccc3ccccc3c2cc1C(N)=S	-8%	-7%	?	nt	nt	-13%	-8%	21%
COc1cccc(NC(=O)CSc2nnc(COc3ccc4c(c3)CCCC4)o2)c1	10%	2%	?	1%	27%	-3%	0%	1%
CC(C)c1ccc(C(=O)N2CCCN(C(=O)c3ccc(C(C)C)cc3)CC2)cc1	-20%	2%	7.9µM*	-35%[inhibitor]	?	8%	5%	-4%
CCc1ccc(CC)c(S(=O)(=O)Nc2ccc(C(=O)O)c(O)c2)c1	0%	-1%	?	5%	-11%	-5%	-2%	1%
CS(=O)(=O)c1ccc(Cl)c(NC(=O)Nc2ccccc2)c1	-2%	0%	nt	nt	nt	4%	7%	9%
CCOC(=O)c1cnc(Nc2ccccc2)nc1C(F)(F)F	-12%	1%	nt	nt	nt	5%	-6%	8%
CC(=O)c1cc(C(=O)c2ccccc2)sc1Nc1ccccc1	-2%	-4%	?	17%	?	?	-3%	3%
CCOC(=O)C1CCN(C(=O)c2ccc(Br)o2)CC1	-2%	2%	3.2µM*	4%	13%	2%	6%	-5%
O=C(c1ccco1)N1N=C(C2CCCCC2)CC1(O)C(F)(F)F (stereo not given)	-11%	-3%	6.3µM*	nt	-11%[46 µM]	19%	-6%	3%
CCC(CC)C(=O)Nc1cccc(/C(C)=N/NC(=O)c2c(Br)cnn2C)c1	-16%	-5%	-6%	-7%	8%	8%	4%	1%
Cc1ncoc1C(=O)N1CCCC(C(=O)c2ccc3c4c(cccc24)CC3)C1 (stereo not given)	-5%	-4%	?	nt	nt	?	-3%	1%
Cc1nc2ccccc2nc1OCC(=O)NCc1ccc2c(c1)OCO2	-1%	-3%	-14%	-1%	3%	-13%	-3%	3%
O=C(Cn1nnc(-c2ccccc2)n1)N/N=C/c1ccco1	i	0%	0%	-6%	nt	-7%	7%	1%
COc1cccc(C2C3=C(CCCC3=O)Nc3nc(-c4cc(OC)c(OC)c(OC)c4)nn32)c1 (stereo not given)	0%	-2%	-4%	-2%	?	-11%	-5%	0%
CC(=O)c1cccc(NC(=O)C2CCCN(S(=O)(=O)c3ccccc3)C2)c1 (stereo not given)	-1%	0%	-1%	-11%	-3%	1%	-4%	13%
O=C(CSc1nnc(SCc2ccc(Cl)cc2)s1)N1CCOCC1	-1%	-2%	-5%	-6%	?	-6%	4%	-19%
Oc1ccccc1-c1nnc(-c2ccc(C(F)(F)F)cc2)o1	-8%	-2%	?	4%	1%	?	0%	7%
O=C(N/N=C/c1cc2c(cc1Cl)OCO2)c1ccncc1	-1%	-1%	0%	-8%	1%	1%	1%	13%
Cc1cc(N2CCOCC2)nc(-c2ccc([N+](=O)[O-])cc2)n1	-2%	-1%	-5%	7%	12%	-3%	0%	8%
COc1ncnc2sc(-c3ccccc3)cc12	15%	1%	?	?	6%	-11%	-3%	6%
N#Cc1ccccc1NC(=O)CSc1nnc(-c2ccncc2)o1	i	-8%	2%	5%	nt	1%	-4%	5%
Cc1ccccc1Oc1nc2ccccn2c(=O)c1/C=C(\C#N)C(=O)Nc1c(C)n(C)n(-c2ccccc2)c1=O	-1%	9%	?	-17%	?	-27%	-1%	10%
CCCc1cc(C(N)=O)c(NC(C)=O)s1	-11%	0%	?	-1%	-22%	-2%	1%	11%
Oc1ccc(F)cc1-c1cc(-c2ccc3c(c2)OCCO3)n[nH]1	i	-2%	-2%	13µM*	-14%	-10%	9%	-1%
The list goes on.
SMILES	RECQ1 inh	TexasRed fluor	ALDH1A1 inh	SMN2 splice enh	LMNA splice mod	JMJD2E inh	TRb-SRC2 inh	GoLoco inh red
CCOC(=O)c1cnc(SCc2nc(N)nc(Nc3ccccc3)n2)nc1N	-3%	-2%	2%	26%	-13%	-6%	-13%	14%
Clc1ccc(-c2csc(=Nc3cccnc3)n2CCCn2ccnc2)cc1Cl	i	1%	1%	-46%[inhibitor]	?	4%	0%	4%
Clc1ccc(Cn2c(-c3cccnc3Cl)nc3ccccc32)cc1	5%	-1%	6%	-21%	16%	-8%	5%	15%
Cc1cc(C)n(-c2ccc(C(=O)NC(C)C)cc2)n1	-1%	-2%	-6%	-18%	1%	-1%	-25%	3%
CC(=O)N/C(=C\c1ccccc1)C(=O)NC(C)C(=O)O (stereo not given)	-3%	0%	-3%	25%	17%[46 µM]	-8%	-2%	5%

Only part of the results is shown; the hit share may differ from the screen's.
